DT40 TDP1 no CPT – qHTS for Inhibitors of human tyrosyl-DNA phosphodiesterase 1 (TDP1): qHTS in cells in absence of CPT | 420,000 tested, 15% active | DT40 Tdp1-/- hTDP1 cells, no CPT, ATP luminescence, 48 h | Potency, µM (series often up to 46.2 µM), without a hit: at the highest dose activity change, negative = growth inhibition, most hits filed as inhibitors; further: nearly all actives have a fitted effect of over 55% in size
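Seeded 400 DT40-hTDP1 cells/well (vehicle DMSO, no 20 nM CPT); pinned compounds; ≥48 hr at 37 °C; CellTiter-Glo luminescence as viability measure.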
KAT2A inh – qHTS Assay for Inhibitors of GCN5L2; Histone acetyltransferase KAT2A (Homo sapiens), Q92830; GCN5L2 HAT assay, ThioGlo1 CoA-SH fluorescence; Potency, µM (titrated, usually from 58.9 µM), for the others: at the highest dose activity change, negative = inhibition, most hits filed as inhibitors; 390,000 tested, 0.21% active; AID 504327, 2011
Target sequence (Q92830 whole entry, looked up): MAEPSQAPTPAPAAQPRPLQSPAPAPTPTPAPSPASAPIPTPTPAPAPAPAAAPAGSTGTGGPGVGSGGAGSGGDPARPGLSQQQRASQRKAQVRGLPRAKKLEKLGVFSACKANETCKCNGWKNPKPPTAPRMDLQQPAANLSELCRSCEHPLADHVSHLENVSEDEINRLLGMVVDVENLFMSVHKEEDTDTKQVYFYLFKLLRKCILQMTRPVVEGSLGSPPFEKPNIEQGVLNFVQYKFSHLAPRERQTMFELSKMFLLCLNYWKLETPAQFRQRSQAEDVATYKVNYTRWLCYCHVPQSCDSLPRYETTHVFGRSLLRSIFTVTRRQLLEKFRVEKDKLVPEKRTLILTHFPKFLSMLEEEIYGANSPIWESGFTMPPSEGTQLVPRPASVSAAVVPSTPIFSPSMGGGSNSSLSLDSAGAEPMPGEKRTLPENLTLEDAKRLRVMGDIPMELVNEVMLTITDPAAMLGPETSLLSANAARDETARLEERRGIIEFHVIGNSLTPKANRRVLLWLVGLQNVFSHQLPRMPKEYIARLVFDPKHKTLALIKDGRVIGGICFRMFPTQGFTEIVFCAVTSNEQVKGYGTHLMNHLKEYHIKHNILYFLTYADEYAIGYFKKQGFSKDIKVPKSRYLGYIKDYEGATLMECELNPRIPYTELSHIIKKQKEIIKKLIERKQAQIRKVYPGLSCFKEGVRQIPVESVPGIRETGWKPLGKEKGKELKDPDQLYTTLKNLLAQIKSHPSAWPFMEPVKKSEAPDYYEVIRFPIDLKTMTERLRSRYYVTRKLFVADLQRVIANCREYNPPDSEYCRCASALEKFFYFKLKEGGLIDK
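Fluorescence readout, Ex340nm/Em540nm: ThioGlo1 (50uM final) reacts with free CoA thiol released as 20nM GCN5L2 acetylates H3(1-25) peptide (75uM) using acetyl-CoA (70uM). Compound and enzyme sat 15 min beforehand; 20 min room-temperature reaction.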
TDP1 block – qHTS Assay for Inhibitors of Tyrosyl-DNA Phosphodiesterase (TDP1). Tyrosyl-DNA phosphodiesterase 1 (Homo sapiens), Q9NUW8. recombinant TDP1, AlphaScreen DNA substrate cleavage. Potency, µM (top dose mostly 130 µM), inactives show at the top dose activity change, negative = inhibition, hits mostly inhibitors. 350,000 tested, 0.28% active. AID 485290, 2010; further: nearly all actives have a fitted effect of over 40% in size
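Steps: enzyme plus compound, 15 min RT; add biotin/phosphotyrosine-FITC oligonucleotide (15 nM final), react 5 min; add donor/acceptor beads (10 ug/ml final), 10 min; read AlphaScreen. Tdp1 at 1 nM final.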
* hit, by the source's call; ? = inconclusive; nt = not tested or not shown; & = joins results of further samples; [ ] = dose if it differs, or a comment. The call rests on the fitted dose curve; in most records, active means well fitted curve in the direction sought with a large enough effect; inconclusive means small, poorly fitted or top-dose-only effect, or another doubt; inactive means no such curve, though single readings can be large; an effect the other way counts as inactive or inconclusive. On the % scale 0 is the no-effect control and ±100 the full control effect; potency means the concentration at half of the fitted maximal effect. These rows are one share of the data; rates above refer to the full screens.

SMILES | DT40 TDP1 no CPT | KAT2A inh | TDP1 block
O=C1CN(C(=O)CSc2nncs2)c2ccccc2N1 | 0% | 1% | -5%
O=C(NC1CCN(S(=O)(=O)c2ccc(F)cc2)CC1)c1ccco1 | -18% | -4% | nt
CCn1c(=O)c(C(=O)Nc2ccccc2C)c(O)c2ccccc21 | 23µM* | -2% | 0%
O=C(CC1N=C2c3ccccc3N=C(SCc3ccc(F)cc3)N2C1=O)NCc1cccs1 (centres undefined) | ? | -5% | 5%
CCOC(=O)c1cccc(NC(=O)CC(c2ccc(F)cc2)N2Cc3ccccc3C2=O)c1 (centres undefined) | 26µM* | 1% | -3%
COc1ccc(N(CC(=O)N/N=C/c2cc(OC)ccc2OC)S(=O)(=O)c2ccccc2)cc1 | -26% | -23% | nt
Nc1ccc(C(=O)N2CCCC2)cc1 | -5% | -3% | 1%
O=C(/C=C/c1cccc([N+](=O)[O-])c1)c1ccco1 | 3.7µM* | ? | nt
CCC(Oc1ccccc1)C(=O)Nc1ccc(-c2nnc(-c3ccco3)o2)cc1 (centres undefined) | ? | -7% | 0%
Cc1cc2c3c(c1C)C(=O)C(=O)N3C(C)(C)CC2C (centres undefined) | ? | -1% | 9%
CC(O)c1cccc(NC2=CC(=O)CC(C)(C)C2)c1 (centres undefined) | -7% | -1% | -1%
CCN(CC)S(=O)(=O)c1ccc2c(c1)N(CC(=O)N1CCN(c3ccc(OC)cc3)CC1)C(=O)CO2 | ? | -5% | 2%
NC(=O)C1=C[C@@H](c2coc3ccccc3c2=O)C[C@@H](OCc2ccc(CO)cc2)O1 | ? | -8% | 4%
O=C(COc1ccc(Cl)cc1)Nc1nnc(C2=COCCO2)o1 | -12% | -2% | 0%
NS(=O)(=O)c1cccc(NC(=O)Nc2ccc(Cl)cc2)c1 | -21% | -7% | nt

Overlap with the part before: three compounds, followed by the next part.
SMILES | DT40 TDP1 no CPT | KAT2A inh | TDP1 block
NC(=O)C1=C[C@@H](c2coc3ccccc3c2=O)C[C@@H](OCc2ccc(CO)cc2)O1 | ? | -8% | 4%
O=C(COc1ccc(Cl)cc1)Nc1nnc(C2=COCCO2)o1 | -12% | -2% | 0%
NS(=O)(=O)c1cccc(NC(=O)Nc2ccc(Cl)cc2)c1 | -21% | -7% | nt
CN1/C(=C\C(=O)C[n+]2ccc(C(=O)c3ccccc3)cc2)C(C)(C)c2ccccc21 | 1.2µM* | -3% | -10%
CCC1=C(OC(=O)N(CC)CC)N2C(=O)OC(=NCC3CC3)[C@]2(Cc2ccccc2)[C@H]2C1=CC[C@H]1C(=O)NC(=O)[C@H]12 | -28% | -16% | 8%&0%
Cc1ccc[n+](-c2nc3ccccc3nc2C(=C=[N-])C#N)c1 | 4%&-1% | -8%&0% | -2%&3%
C=CCSc1nc(C)cc(/C=C\c2ccccc2)c1C#N | -8% | -3% | 2%
CCCC(=O)OCC(=O)Nc1cc([N+](=O)[O-])ccc1OC | ? | -4% | 0%
Cc1ccc(N(CC(=O)N2CCN(c3ccc(F)cc3)CC2)S(=O)(=O)c2c(C)nn(C)c2C)cc1 | ? | -9% | 2%
Cc1ccc(NC(=O)COc2ccc3c(c2)OCO3)c(Cl)c1 | 10% | 1% | -4%
COc1cc2c(C(=O)NCCN(C)C)cn(CC(C)C)c(=O)c2cc1OC | 9% | -15% | 4%
CCC(=O)Nc1c(C#N)c2nc3ccccc3nc2n1C1CCCCC1 | -14% | 1% | 0%
CC1CCc2cc(F)ccc2N1S(=O)(=O)c1ccc(F)cc1 (centres undefined) | ? | -3% | -8%
COc1ccc2c(c1)c1c(c(=O)n(-c3ccccc3C)c(=O)n1CC(N)=O)n2C | ? | ? | 0%
Cc1ccc(C(=O)Nc2c(N)nc(SCC(=O)NCC3CCCO3)[nH]c2=O)cc1 (centres undefined) | -2% | ? | 2%
S=c1[nH]nc([C@@H]2C[C@H]2c2ccccc2)n1-c1ccccc1Cl | -7% | -2% | 10%
O=[N+]([O-])c1ccc(Cl)cc1N1CCCCC1 | -16% | 2% | 6%
CCc1ccccc1NC(=S)N1CCNC(=O)C1CC(=O)OC (centres undefined) | ? | -7% | 0%

A different layout for 4 compounds above.
SMILES: Cc1ccc(NC(=O)COc2ccc3c(c2)OCO3)c(Cl)c1
  DT40 TDP1 no CPT: 10%
  KAT2A inh: 1%
  TDP1 block: -4%
SMILES: COc1cc2c(C(=O)NCCN(C)C)cn(CC(C)C)c(=O)c2cc1OC
  DT40 TDP1 no CPT: 9%
  KAT2A inh: -15%
  TDP1 block: 4%
SMILES: C=CCSc1nc(C)cc(/C=C\c2ccccc2)c1C#N
  DT40 TDP1 no CPT: -8%
  KAT2A inh: -3%
  TDP1 block: 2%
SMILES: COc1ccc2c(c1)c1c(c(=O)n(-c3ccccc3C)c(=O)n1CC(N)=O)n2C
  DT40 TDP1 no CPT: ?
  KAT2A inh: ?
  TDP1 block: 0%

(further entries)
SMILES | DT40 TDP1 no CPT | KAT2A inh | TDP1 block
O=c1c(Cl)c2oc3ccccc3nc-2c2ccccc12 | ? | -4% | 0%
CN1/C(=C\C(=O)c2ccco2)C(C)(C)c2ccccc21 | 3.7µM* | -7% | -7%
CCCCc1ccc(/C=C(\C#N)C(N)=S)s1 | ? | -11% | 5%
COCCNS(=O)(=O)c1cc(C(=O)O)ccc1OC | -8% | 0% | 0%
OCCSc1ccc2nnc(-c3ccccc3)n2n1 | ? | nt | 2%
COc1ccc(O[C@H]2C=C[C@@H](c3ccccc3)O[C@@H]2COC(=O)CC/C(C)=N/O[C@H](C)c2cn([C@@H]3COC[C@H]3O)nn2)cc1 | nt | -7% | 0%
Cn1cc(SCC(=O)NCc2ccc3c(c2)OCO3)c2ccccc21 | ? | -4% | 7%
Cc1onc(-c2ccccc2)c1C(=O)Nc1cccc2nsnc12 | ? | -21% | -8%
CCOc1ccccc1C(=O)Nc1ccccc1O | ? | 1% | 2%
O=C(NC1CC1)c1ccc(F)cc1Cl | -17% | 1% | 5%
CCCCCO | -3% | -5% | 0%&3%
Cc1ccsc1CNCC(O)c1ccccc1 (centres undefined) | -25% | 1% | nt
Cn1c(=O)c2c(nc(Br)n2CCSc2nnnn2-c2ccccc2)n(C)c1=O | ? | -1% | 6%
CCOC(=O)C1CCN(S(=O)(=O)Cc2ccc(Cl)cc2)CC1 | -11% | -15% | 5%
CCC(Cn1nnc2ccccc2c1=O)NC(=O)Nc1ccc(C)cc1C (centres undefined) | -14% | -5% | 7%
COc1ccc2[nH]c3c(c2c1)CCN1C(=O)N([C@@H](C)C(=O)NCCc2ccc(OC)c(OC)c2)C(=O)[C@]31C | 15µM* | -30% | nt
CCc1ccc(/C(C)=N/NC(=O)CNC(=O)/C=C/c2ccccc2OC)cc1 | -14% | -5% | 9%
Cc1cccc(C(=O)NC(=S)N(C)C2CCCCC2)c1 | ? | -1% | 6%
CCCCOc1ccc(/C=C/C(=O)Nc2ccc([N+](=O)[O-])cc2C)cc1 | ? | -15% | -4%
CC(C)OC(=O)CSc1nc(C(C)C)nc2ccccc12 | 4% | -5% | 8%
COc1ccc(S(=O)(=O)N2CCC(C(=O)N3CCN(c4ccccc4OC)CC3)CC2)cc1 | ? | -2% | 7%
O=C(NCCc1ccccc1)c1ccc2c(c1)CCN2S(=O)(=O)c1ccc(Cl)cc1 | ? | -6% | 2%
Cc1cccc(-c2nsc(SCC(=O)Nc3nccs3)n2)c1 | -7% | -6% | 10%
Cc1ccc(CNS(=O)(=O)c2cc(Br)cc3c2N(C(=O)C2CC2)CC3)cc1 | -23% | -6% | 6%
O=C(CSc1ccc(F)cc1)N1CCC(c2nc3ccccc3s2)CC1 | ? | -2% | -6%
COc1ccc(NC(=S)N2CCC(c3ccccc3)C2)cc1 (centres undefined) | 1% | 23% | nt
COc1ccc(CNC(=O)Cn2nnc(-c3ccc(C(F)(F)F)cc3)n2)cc1 | -18% | 0% | 12%
Cc1nn(-c2ccccc2)c(Cl)c1/C=N/Nc1nnc(C)c(=O)[nH]1 | ? | 1% | 0%
COc1ccc(C(CNC(=O)COc2ccccc2C)N2CCOCC2)cc1 (centres undefined) | 16µM* | 3% | -12%
CC1CC(NS(=O)(=O)c2cccs2)CC(C)(C)C1 (centres undefined) | ? | -15% | 4%
COCCN(CCOC)C(=O)c1cc2sc3ccccc3c2s1 | ? | -11% | -2%
C=C(C)C1CC=C(CN2CCC(C(=O)OCC)CC2)CC1 (centres undefined) | -10% | 0% | -6%
COC(=O)c1sc2ncccc2c1-n1c(C)ccc1C | ? | -5% | 3%
C(=N\N1CCN(C(c2ccccc2)c2ccccc2)CC1)/c1ccc2c(c1)OCO2 | ? | -6% | 8%
O=C(Nc1ccc(N2CCOCC2)cc1)c1ccc(Cl)c(S(=O)(=O)N2CCCCC2)c1 | ? | -3% | 1%
O=C(NC1CCCCC1)c1ccc(Cn2c(SCc3cccc(F)c3)nc3cccnc32)cc1 | 21µM* | -5% | 5%
COc1cccc2[nH]c3ccccc3c(=O)c12 | ? | -13% | nt
CC[n+]1c(C)sc2c3ccsc3ccc21 | 16µM* | -14% | 3%
CC(C)(C)[C@@H]1COC(=O)[C@H](Cc2ccc(F)cc2)CC/C=C\C[C@@H](CC(=O)N(CCO)Cc2ccccc2)C(=O)N1 | 23µM* | -2% | 0%
O=C(Nc1cccc(Cl)c1)c1ccc2nc(CCc3ccccc3)oc2c1 | ? | 3% | 4%
O=S(=O)(c1ccccc1)n1nc(-c2ccccc2)nc1NCc1ccc(Cl)cc1 | nt | 1% | -2%
CCOC(=O)c1c(C)c(-c2ccccc2)n(CC(=O)Nc2ccc(OCC)cc2)c1C | -29% | 0% | 0%
COc1ccc2nc(CNC(=O)C3CCC(=O)N(CCc4ccccc4)C3)[nH]c2c1 (centres undefined) | -2% | ? | 0%
CCn1c(SCC(=O)NC(C)(C)C)nnc1-c1ccccn1 | -8% | 0% | -5%
Cc1ccc(-c2noc(CCC(=O)N(C)c3ccccc3F)n2)cc1 | ? | -6% | -2%

Quoted at random: 2 records from the list
SMILES | DT40 TDP1 no CPT | KAT2A inh | TDP1 block
Cc1onc(-c2ccccc2)c1C(=O)Nc1cccc2nsnc12 | ? | -21% | -8%
O=C(NC1CCCCC1)c1ccc(Cn2c(SCc3cccc(F)c3)nc3cccnc32)cc1 | 21µM* | -5% | 5%

Later entries:
SMILES | DT40 TDP1 no CPT | KAT2A inh | TDP1 block
O=C(NCc1ccco1)C(c1cccs1)N(C(=O)C1COc2ccccc2O1)c1cccc(O)c1 (centres undefined) | 13µM* | -3% | 7%
O=C(CS(=O)(=O)c1ccccc1)NCc1ccccc1 | 2% | 0% | 3%
CC(C)CN(C(=O)c1cccc(S(=O)(=O)N2CCCCC2)c1)C1CCS(=O)(=O)C1 (centres undefined) | 27%&2% | -1%&-3% | -10%&1%
C[C@H](O)CO[C@H]1[C@H]2O[C@H]3[C@H](O)[C@@H](O)[C@@H](O[C@H]4[C@H](O)[C@@H](O)[C@@H](O[C@H]5[C@H](O)[C@@H](O)[C@@H](O[C@H]6[C@H](O)[C@@H](OC[C@H](C)O)[C@@H](O[C@H]7[C@H](O)[C@@H](OC[C@H](C)O)[C@@H](O[C@H]8[C@H](O)[C@@H](O)[C@@H](O[C@@H]([C@@H]1O)[C@@H](CO)O2)O[C@@H]8CO)O[C@@H]7CO)O[C@@H]6CO)O[C@@H]5CO)O[C@@H]4CO)O[C@@H]3CO | -5% | -14% | 6%[56.1 µM]
CCOC(=O)C1CCN(c2ccc([N+](=O)[O-])c(C(C)=O)c2)CC1 | ? | -1% | 4%
O=C(Nc1ccc2nc(SCC(=O)N3CCCC3)sc2c1)c1ccc(Br)cc1 | ? | -4% | -1%
CCn1nnnc1SCC(=O)Nc1ccc2c(c1)OCCO2 | -11% | 2% | 2%[56.1 µM]
CN=C1SC(CC(=O)Nc2ccc(F)cc2F)C(=O)N1/N=C/c1ccc(OC(F)F)c(OC)c1 (centres undefined) | ? | -5% | 3%
CC(c1nnc(SCC(=O)c2c(N)n(C3CC3)c(=O)[nH]c2=O)n1-c1ccc(F)cc1)N(C)C (centres undefined) | 2.9µM* | -8% | 2%
Cc1ccc(CCNC(=O)CCCn2c(=O)c3ccccc3n(Cc3ccccc3C)c2=O)cc1 | ? | -2% | -1%
Cc1cc(C)nc(-n2nc(C)c(Br)c2Nc2ccc(Br)cc2)n1 | ? | -1% | 2%
Cn1cc(C(=O)NCc2ccc(Cl)cc2)c(=O)c2cc(S(=O)(=O)N3CCOCC3)ccc21 | ? | 2% | 7%
O=C(OCc1nc2ccccc2c(=O)[nH]1)c1cccs1 | -14% | 0% | 0%
CCC(Sc1nc2sc(C(=O)OC)c(C)c2c(=O)n1N)C(=O)NCC1CCCO1 (centres undefined) | ? | -5% | 1%

Screening data as filed in PubChem BioAssay.
